CHRM4 PAM: potentiates acetylcholine response at human M4 receptor; P08173; CHO-K1 hM4/Gqi5, Fluo-8 calcium fluorescence, ACh EC20; 0% = ACh EC20, 100% = maximal ACh; activation, % at 3 µM; actives 0.4% (n = 360,000); AID 624126;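 active = activation above its plate's cutoff, the mean activation of sample wells plus 3 SD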; also: some results filed as inactive read as strong as hits
Target sequence (P08173 whole entry, looked up): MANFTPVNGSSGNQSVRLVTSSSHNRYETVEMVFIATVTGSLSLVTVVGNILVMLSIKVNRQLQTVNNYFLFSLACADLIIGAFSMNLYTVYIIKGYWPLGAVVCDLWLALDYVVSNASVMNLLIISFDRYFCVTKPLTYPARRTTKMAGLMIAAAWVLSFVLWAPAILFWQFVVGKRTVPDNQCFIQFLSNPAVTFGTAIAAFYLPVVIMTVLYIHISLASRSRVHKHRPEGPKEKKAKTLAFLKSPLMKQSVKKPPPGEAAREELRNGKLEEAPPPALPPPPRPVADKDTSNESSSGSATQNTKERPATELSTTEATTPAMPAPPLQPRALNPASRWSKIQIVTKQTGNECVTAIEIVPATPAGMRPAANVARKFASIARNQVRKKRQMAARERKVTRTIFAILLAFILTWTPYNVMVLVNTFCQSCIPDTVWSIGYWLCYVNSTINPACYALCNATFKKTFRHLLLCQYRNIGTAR
CHRM1 PAM: potentiates human M1 receptor response to acetylcholine | CHO-K1 hM1, Fluo-8 calcium fluorescence, ACh EC20; 0% = ACh EC20, 100% = maximal ACh | activation, % at 3 µM | actives 0.088% (n = 360,000); in the data active = activation above about 19%, passing the limit was not always enough
Target sequence (P11229 whole entry, looked up): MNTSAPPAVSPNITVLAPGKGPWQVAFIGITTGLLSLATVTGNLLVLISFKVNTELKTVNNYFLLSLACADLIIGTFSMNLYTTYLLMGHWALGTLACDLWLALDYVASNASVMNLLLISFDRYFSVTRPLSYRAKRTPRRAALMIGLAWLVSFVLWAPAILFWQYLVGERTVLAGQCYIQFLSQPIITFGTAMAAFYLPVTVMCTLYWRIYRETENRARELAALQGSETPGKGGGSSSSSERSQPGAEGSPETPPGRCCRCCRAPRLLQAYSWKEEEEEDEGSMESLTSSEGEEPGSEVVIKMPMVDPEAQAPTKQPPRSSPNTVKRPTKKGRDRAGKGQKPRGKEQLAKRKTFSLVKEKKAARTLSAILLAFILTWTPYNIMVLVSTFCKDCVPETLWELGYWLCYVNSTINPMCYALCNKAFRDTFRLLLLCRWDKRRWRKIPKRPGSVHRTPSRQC
CRFR2-BP antag: CRF-BP/CRF-R2 complex antagonism | HEK293 CRF-R2/CRF-BP, CRF-induced calcium fluorescence | inhibition, % at 11.8 µM | actives 0.59% (n = 350,000) | AID 588475;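 active = inhibition of the ligand-induced calcium signal above about 50% at the single tested concentration, limit read from the data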
M5 antag: antagonists of human muscarinic M5 receptor (CHRM5) | P08912 | CHO-hM5 cells, Fluo-8 calcium fluorescence, ACh EC80 | inhibition, % at 3 µM | actives 0.59% (n = 360,000);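 active = inhibition above a per-plate cutoff, the mean of that plate's test compounds plus 3 SD, cut at about 27% in these data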;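 also: 0% = acetylcholine EC80 with DMSO and 100% = DMSO without agonist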
CRFBP-R2 agonist: agonists of human CRF-binding protein/CRF-R2 receptor complex. activation, % at 13.2 µM. AID 588473. HEK293 CRF-R2/CRF-BP, calcium dye fluorescence (FLIPR); percent of saturating CRF peptide response. actives 0.46% (n = 350,000);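 active = activation of at least 50%, plus an integration ratio under a set limit after plate pattern correction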;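 also: plate controls were neutral control wells without compound for no effect and CRF at EC100 for full effect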
M4 antag: blocks acetylcholine activation of human M4 receptor; actives 0.73% (n = 360,000); CHO-hM4 cells, ACh EC80, Fluo-8 calcium fluorescence; inhibition, % at 3 µM; AID 624125;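 active = inhibition above its plate's cutoff, the mean inhibition of sample wells plus 3 SD, cut at about 27% in these data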;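 also: 0% = acetylcholine EC80 with DMSO and 100% = DMSO without agonist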
CHRM5 PAM: CHRM5 positive allosteric modulation | P08912 | CHO-K1 hM5, Fluo-8 calcium, ACh EC20 PAM; 0% = ACh EC20, 100% = ACh EC100 | activation, % at 3 µM | actives 0.3% (n = 360,000) | AID 624038;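 active = activation above the run cutoff, the mean activation of all test compounds plus 3 SD, cut at about 18% in these data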
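Test system: CHO-K1 hM5 cells / Doses: single-point, 3 µM nominal / Times: Post-acetylcholine fluorescence recording 140 s / Technique: Fluo-8 calcium fluorescence / Measure: Max/basal fluorescence ratio as % of EC20–EC100 ACh window / Benchmarks: low control EC20 acetylcholine (0%), high control EC100 acetylcholine (100%) / Replicates: one well per compound, no replicates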
CHRM5 agonist: CHRM5 agonism in calcium assay; P08912; CHO-K1 hM5 cells, Fluo-8 calcium fluorescence; 0% DMSO wells, 100% maximal acetylcholine response; activation, % at 3 µM; actives 0.19% (n = 360,000);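 active = activation above the run's mean over test compounds plus 3 SD, cut at about 23% in these data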;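 also: signal is peak over basal fluorescence ratio across the kinetic read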
M4 ag: CHRM4 agonism in calcium assay; CHO-K1 hM4/Gqi5, Fluo-8 calcium fluorescence; vehicle 0%, full acetylcholine response 100%; actives 0.14% (n = 360,000); activation, % at 3 µM;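 active = activation above the run mean over all test wells plus 3 SD, cut at about 32% in these data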;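 also: peak over basal fluorescence ratio per well then scaled between controls; 0% = DMSO wells and 100% = acetylcholine at EC100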
* hit, by the source's call; . = no result given.

CHRM4 PAM	CHRM1 PAM	CRFR2-BP antag	M5 antag	CRFBP-R2 agonist	M4 antag	CHRM5 PAM	CHRM5 agonist	M4 ag	molecule
1	-3	-57	8	5.1	4	-15	0	1	CC(=O)Nc1ccc(/C(N=Nc2ccccc2)=N/N=C(N)N)cc1
0	5	-6	-1	1.2	-2	2	0	1	COc1ccc(CNC(=O)CN2C(=O)NC3(CCCc4sccc43)C2=O)cc1OC (stereo unspecified)
-9	9	3	5	1.2	-9	-7	-1	1	COc1ccc(OC)c(Cc2nnc(CCC(=O)NCc3nc4ccccc4s3)o2)c1
1	14	112*	19	0.2	9	-2	-6	1	COC(=O)N/N=C(\C)c1cccs1
1	14	9	-1	-2.0	-5	-2	1	1	CC(=O)OC[C@H]1COc2ccc3ccccc3c2[C@H]1N(C)C(C)=O
-4	4	3	-1	1.5	0	-3	-7	3	CCN(c1cccc(C)c1)S(=O)(=O)c1cc2c3c(c1)CCN3C(=O)CC2
0	8	15	23	0.7	4	-8	-3	4	COc1ccc(C2(c3ccc(OC)cc3)NC(=O)N(CC(=O)Nc3ccccc3C)C2=O)cc1
0	1	-2	0	-1.8	-4	1	2	2	Cc1nn(C)c(C)c1NC(=O)CN1CCC(O)(c2ccc3c(c2)OCO3)CC1
2	9	14	4	0.1	-4	2	-2	1	NC(=O)/C(=C/c1ccco1)NC(=O)c1ccc(Br)o1
-1	2	-5	-8	-0.4	7	-5	3	0	CCOc1ccc(C(=O)NCC(C)NC(=O)c2ccc(OCC)cc2)cc1 (stereo unspecified)
-6	-6	-4	6	0.0	14	-8	-1	1	COc1ccc(-n2nnc3c(=O)n(CC(=O)N4CCCC4)cnc32)cc1
-10	0	-13	26	1.2	1	-14	-1	5	Fc1ccc(-c2nnc3ccc(N4CCc5ccccc5C4)nn23)cc1
5	3	2	1	-2.2	-5	-1	-3	1	COc1ccccc1-c1nc(C#N)c(N2CCN(c3ccccc3)CC2)o1
-3	-2	14	7	-0.8	-5	-5	-3	9	COc1ccc(CNC(=O)Nc2cccc(Cl)c2)cc1
-15	-14	7	16	5.3	13	-19	0	13	O=C(CN(Cc1ccco1)Cc1ccco1)Nc1cc(S(=O)(=O)N2CCCCC2)ccc1Cl
-17	-10	-89	5	13	10	-1	-5	1	Cc1ccc(OCCCCN2CCC(C)CC2)c(Br)c1
3	1	11	-4	-0.4	-12	1	0	1	O=S(=O)(c1cccc(S(=O)(=O)N2CCCC2)c1)c1cccc(S(=O)(=O)N2CCCC2)c1
3	3	.	1	.	10	-1	-4	0	COc1ccc(S(=O)(=O)NCc2ccccc2)cc1Br
-2	-11	7	25	2.0	1	-10	-3	6	S=C(Nc1ccc(Br)cc1)Nc1ccc2c(c1)OCCO2
-4	-3	-58	7	0.2	21	-3	-3	-1	Cc1cccc2cc(CN(C(=S)NCC(C)C)C3CCCC3)c(=O)[nH]c12
6	9	.	0	.	0	3	2	1	CC1(C(=O)NS(=O)(=O)c2cccc(F)c2)CCN1C(=O)CCc1ccc(Cl)cc1Cl (stereo unspecified)
17	6	-12	0	-3.6	-13	-6	0	1	Cc1cccc(N2CCN(CC(=O)Nc3ccccc3[N+](=O)[O-])CC2)c1C
-3	7	3	5	-0.6	-7	-1	-6	7	COc1cc(OC)cc(C(=O)N[C@H](C(=O)Nc2ccc(S(=O)(=O)N(C)C)cc2)C(C)C)c1
12	12	-8	1	-0.7	-14	-7	0	1	CC12CCC(=O)N1C(C(=O)Nc1nnc(SCc3ccccc3)s1)CS2 (stereo unspecified)
4	-7	-26	-6	1.2	-9	-7	-5	2	C=CCc1ccccc1OCC(O)CN1CCN(c2ccccc2F)CC1 (stereo unspecified)
5	12	13	6	0.5	-8	2	-2	0	COc1ccc(NC(=O)c2cccnn2)cc1
6	2	6	2	-4.6	-4	1	11	1	COc1cccc(C(C#N)NCCCNC(C#N)c2cccc(OC)c2OC)c1OC (stereo unspecified)
-11	6	-18	-9	-1.0	6	10	-3	1	COc1ccc(CN2CCn3nc(C(=O)NC(C)C)cc3C2=O)cc1
4	5	-3	-6	-0.3	4	8	-1	1	NC(=O)C1CCCN(C(=S)NCc2ccc3c(c2)OCO3)C1 (stereo unspecified)
-3	-1	14	5	-1.2	0	1	1	0	O=C(C[C@H]1C[C@H]2c3cc(NS(=O)(=O)c4ccc(F)cc4)ccc3O[C@H]2[C@H](CO)O1)NCc1ccncc1

Full records from above. Screens in order: CHRM4 PAM	CHRM1 PAM	CRFR2-BP antag	M5 antag	CRFBP-R2 agonist	M4 antag	CHRM5 PAM	CHRM5 agonist	M4 ag
COc1ccccc1-c1nc(C#N)c(N2CCN(c3ccccc3)CC2)o1 is listed with 5	3	2	1	-2.2	-5	-1	-3	1
O=S(=O)(c1cccc(S(=O)(=O)N2CCCC2)c1)c1cccc(S(=O)(=O)N2CCCC2)c1 is listed with 3	1	11	-4	-0.4	-12	1	0	1
Fc1ccc(-c2nnc3ccc(N4CCc5ccccc5C4)nn23)cc1 is listed with -10	0	-13	26	1.2	1	-14	-1	5

Back to the main list with the 3 entries that preceded the break.
CHRM4 PAM	CHRM1 PAM	CRFR2-BP antag	M5 antag	CRFBP-R2 agonist	M4 antag	CHRM5 PAM	CHRM5 agonist	M4 ag	molecule
-11	6	-18	-9	-1.0	6	10	-3	1	COc1ccc(CN2CCn3nc(C(=O)NC(C)C)cc3C2=O)cc1
4	5	-3	-6	-0.3	4	8	-1	1	NC(=O)C1CCCN(C(=S)NCc2ccc3c(c2)OCO3)C1 (stereo unspecified)
-3	-1	14	5	-1.2	0	1	1	0	O=C(C[C@H]1C[C@H]2c3cc(NS(=O)(=O)c4ccc(F)cc4)ccc3O[C@H]2[C@H](CO)O1)NCc1ccncc1
2	10	-4	0	0.7	-3	3	0	0	Cn1c(=S)[nH]c2ccccc21
8	-4	1	-6	0.2	-1	4	-1	1	O=C(CP(=O)(c1ccccc1)c1ccccc1)Nn1cnnc1
-1	-2	-18	-1	-0.3	-3	-1	-3	5	CC(C)(C)c1ccc(/C=C/C(=O)N2CCN(c3ncccn3)CC2)cc1
1	9	0	-5	-0.9	2	-2	-2	1	COc1ccc(NC(=O)CN2C(=O)C(C)SC(C)C2=O)cc1 (stereo unspecified)
4	3	2	-3	-0.1	2	8	-6	0	COc1ccc(Br)cc1C1SCCN1S(C)(=O)=O (stereo unspecified)
4	9	10	9	-2.1	-10	-5	-4	2	Cc1ccc(S(=O)(=O)N2CCN(C(=O)CCOc3ccccc3C)CC2)cc1C
2	7	5	-1	0.3	2	-5	-4	3	O=C(CCc1nnc(Cc2ccc3c(c2)OCO3)o1)NC(c1ccccn1)C(F)(F)F (stereo unspecified)
-1	6	-6	3	1.3	-12	-8	4	9	COC(=O)c1ccccc1NC(=O)CNc1ccc(F)c(S(=O)(=O)N2CCOCC2)c1
5	4	-2	1	0.8	-24	-2	-3	1	Cc1cnc(C(=O)N(CC(C)C)c2c(N)n(CC(C)C)c(=O)[nH]c2=O)cn1
-5	4	19	3	0.3	8	-4	6	0	COc1ccc(C(NC(=O)/C=C\c2ccco2)c2ccc(OC)c(OC)c2)cc1 (stereo unspecified)
1	7	3	-3	-1.1	4	-4	1	1	O=C(c1ccc(N2CCOCC2)nc1)N1CCOCC1
-8	10	-18	12	-2.7	2	-12	0	2	CCOC(=O)C1=C(C)N=C2SC(C(=O)OC)=CC(=O)N2C1c1ccc(F)cc1 (stereo unspecified)
1	3	19	6	-1.3	0	-3	-4	8	O=C(CCl)Nc1c(C(=O)Nc2ccc3c(c2)OCCO3)oc2ccccc12
-14	1	-9	6	-0.8	7	-9	-4	0	Cc1ccc(N2C(=O)N(CC(=O)c3cc(C)ccc3C)C(=O)C2C)cc1 (stereo unspecified)
2	16	11	8	0.5	-4	-4	0	0	Cc1nc2cc(-c3ccccc3)nn2c(C)c1CCC(=O)N1CCN(c2ccccc2)CC1
4	.	.	-3	.	-8	-13	-4	-1	Cc1cc2nc(-c3ccc(Cl)cc3)c(Cc3cccc(Cl)c3)n2c(C)c1Br
-3	-4	9	0	3.0	0	-3	-3	0	O=C(CSC(=S)N1CCCC1)Nc1ccc(Br)cc1Cl
4	-8	6	4	-0.6	-6	4	0	1	Cn1c(N)c(C(=O)COC(=O)CNC(=O)c2ccccc2Cl)c(=O)n(C)c1=O
2	4	-7	4	-1.0	0	-1	-1	1	Cc1nn2c(C)nc3sc4c(c3c2nc1=O)CC(C)(C)OC4
5	8	11	10	-3.6	-9	-6	-2	-1	Cc1ccc(C2=NN(C(=O)CSc3nnnn3C)C(c3ccco3)C2)cc1 (stereo unspecified)
-15	-24	18	59*	-1.1	38*	-29	-13	1	O=C(NCCN1CCOCC1)N1c2ccccc2Sc2ccccc21
2	3	-29	-3	-0.9	-3	2	-1	0	Cc1ccc(CNCCCn2cnc3c(OCc4ccccc4)ncnc32)o1
5	12	18	0	3.0	-9	-5	-1	2	CCCNC(=O)COC(=O)/C=C/c1cccc(F)c1
-2	-3	41	-4	0.7	-5	-5	5	1	Cc1nc2[nH]c(=O)n(O)c(=O)c2s1
3	4	3	10	-2.5	0	0	0	1	Cc1cc(C)n2c(SCC(=O)Nc3ccc(F)cc3F)nnc2n1
6	3	-11	-7	-0.4	-13	5	-1	1	Cc1cccc(/C(N)=N/OC(=O)c2cccnc2)c1
-5	4	-10	3	-0.1	11	2	4	-1	CSc1sc(C(=O)OC(C)C)c2c1C(=O)CC(C)(C)C2
15	0	8	-5	0.1	-11	5	3	1	COC(=O)c1[nH]nc2c1C(=O)N(C1CCCCC1)C2=O
9	1	-28	-2	1.6	-6	20*	1	0	CCOC(=O)C1=C(C)N(CCO)C(=O)NC1c1ccccc1 (stereo unspecified)

Screens: PubChem BioAssay, several laboratories

Compounds as they come; about 2.6% have a hit in one of these screens.
